Runt-SMMHC FRET – inhibitors of RUNX1 Runt–CBFb-SMMHC binding, primary screen, biochemical, FRET, Cerulean-Runt, Venus-CBFb-SMMHC, uHTS; 0.74% of 220,000 active; inhibition, % at 20 µM; Cerulean-Runt/Venus-CBFb-SMMHC FRET ratio 530/480, 1 h; AID 1434, 2008;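 active = mean inhibition across duplicate retests at 20 µM reaching about 50%, limit read from the data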;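 also: 0% = DMSO wells and 100% = wells with excess untagged CBFb-SMMHC; inhibitors lower the FRET ratio by blocking Runt binding to CBFb-SMMHC; some results filed as inactive read as strong as hits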
Thrombin inh – human alpha-thrombin inhibitors, primary screen, counter-screen for coagulation protease inhibitor project, biochemical, 1536-well, fluorogenic AMC substrate; AID 1046, 2008; 0.26% of 220,000 active; inhibition, % at 5 µM; Prothrombin (Homo sapiens), P00734; Boc-VPR-AMC fluorogenic substrate cleavage;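 active = inhibition at or above 40%; inactive = inhibition below 40%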;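 also: 0% = enzyme with no compound and 100% = wells without enzyme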
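Material: Human alpha-thrombin protein | Buffer or medium: pH 7.5 Tris-saline with Tween 20 | Reagent: Boc-VPR-AMC substrate, 15 µM final | Schedule: Reaction at ambient temperature | Detection: AMC fluorescence at 355 nm excitation and 460 nm emission | Evaluation: Percent inhibition scaled between no-compound controls and no-enzyme blanks | Controls: no-compound enzyme wells and no-enzyme blanks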
Hck-Nef inh – inhibitors of Nef-activated human Hck kinase, primary screen, biochemical, Z-Lyte FRET, 384-well, Hck-YEEI; 0.68% of 220,000 active; AID 463187, 2010; inhibition, % at 20 µM; Recombinant Hck-YEEI plus Nef, Z-Lyte FRET kinase assay;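 active = Hck-Nef kinase inhibition above about 50%, limit read from the data; inactive = inhibition below that limit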;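 also: 0% = DMSO with Hck plus Nef and 100% = Hck alone without Nef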
Wee1 degr inh – Wee1 degradation inhibitors, primary screen, cell-based, HeLa, Wee1K328M-luciferase, luminescence; AID 1321, 2008; HeLa Luc-Wee1K328M stability; 100% = proteasome inhibitor MG132 effect; 1.2% of 220,000 active; Wee1-like protein kinase (Homo sapiens), P30291; reporter increase, % at 5 µM;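 active = activation above the mean of all tested compounds plus 3 SD, set per screening run, cut at about 8.8% in these data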;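 also: cells exposed to compound for 20 h before luminescence read; 0% = DMSO alone and 100% = MG132 at 30 µM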
Target sequence (P30291 whole entry K328M): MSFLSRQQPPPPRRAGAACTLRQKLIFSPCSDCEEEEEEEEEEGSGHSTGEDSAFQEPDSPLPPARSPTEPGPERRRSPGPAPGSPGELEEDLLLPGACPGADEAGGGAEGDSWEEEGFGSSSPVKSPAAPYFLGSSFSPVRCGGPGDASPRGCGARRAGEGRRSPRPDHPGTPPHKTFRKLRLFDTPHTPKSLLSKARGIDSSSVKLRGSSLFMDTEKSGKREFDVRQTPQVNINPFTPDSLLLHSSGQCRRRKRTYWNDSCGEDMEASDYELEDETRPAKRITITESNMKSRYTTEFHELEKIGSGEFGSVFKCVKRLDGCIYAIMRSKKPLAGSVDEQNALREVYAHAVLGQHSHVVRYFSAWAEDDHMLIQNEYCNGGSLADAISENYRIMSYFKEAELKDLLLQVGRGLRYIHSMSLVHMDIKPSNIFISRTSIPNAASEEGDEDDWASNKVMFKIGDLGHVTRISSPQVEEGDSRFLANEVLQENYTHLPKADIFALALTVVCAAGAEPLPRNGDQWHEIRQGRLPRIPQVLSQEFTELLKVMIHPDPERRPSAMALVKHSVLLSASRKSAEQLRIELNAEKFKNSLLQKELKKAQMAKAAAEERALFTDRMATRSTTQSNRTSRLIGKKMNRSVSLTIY
FXIa inh 1536 – human FXIa protease inhibitors, primary screen, biochemical, 1536-well | Coagulation factor XI (Homo sapiens), P03951 | purified FXIa, Boc-Glu-Ala-Arg-AMC fluorogenic substrate | inhibition, % at 5 µM | 0.14% of 220,000 active | AID 798, 2007;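 active = inhibition of at least 40%; inactive = inhibition below 40%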;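 also: fluorescence of freed AMC excited at 355 nm; 0% = enzyme without compound and 100% = no enzyme blank; many of its hits are not listed in these tables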
KLK5 inh – human KLK5 protease inhibitors, primary screen, biochemical, 1536-well | Kallikrein-5 (Homo sapiens), Q9Y337 | recombinant hK5, fluorogenic AMC substrate cleavage | 0.59% of 210,000 active | inhibition, % at 5 µM;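 active = inhibition of 40% or more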;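 also: 0% = enzyme controls without compound and 100% = no-enzyme blanks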
Runt-CBFb FRET – inhibitors of RUNX1 Runt–CBFb binding, primary screen, biochemical, FRET, Cerulean-Runt, Venus-CBFb, uHTS. Cerulean-Runt/Venus-CBFb FRET ratio 530/480, 1 h. 0.46% of 220,000 active. inhibition, % at 20 µM;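 active = inhibition over about 50% at 20 µM in the single-dose screen, limit read from the data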;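 also: 0% = DMSO wells and 100% = excess unlabeled CBFb competitor control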
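Assay system: Cerulean-Runt domain / Medium: Tris 50 mM pH 7.5, KCl, K2SO4, 0.01% BSA / Timing: protein complex preformed 1 h, compound exposure 1 h, room temperature, dark / Measured by: FRET, excitation 422 nm, emission at 530 and 480 nm / Evaluation: loss of energy transfer signal / Control set: 5 µM unlabeled CBFb as full-inhibition high control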
14-3-3 Bad inh – inhibitors of 14-3-3 zeta/Bad binding, primary screen, biochemical, TR-FRET, bovine 14-3-3 zeta; TR-FRET 14-3-3zeta/Dy647-pBad peptide displacement, 1 h; inhibition, % at 21.7 µM; 0.71% of 220,000 active; AID 781, 2007;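 active = inhibition above about 70%, limit read from the data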;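 also: 0% = full 14-3-3 plus peptide FRET controls and 100% = background without 14-3-3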
Target sequence (P63103 whole entry, looked up): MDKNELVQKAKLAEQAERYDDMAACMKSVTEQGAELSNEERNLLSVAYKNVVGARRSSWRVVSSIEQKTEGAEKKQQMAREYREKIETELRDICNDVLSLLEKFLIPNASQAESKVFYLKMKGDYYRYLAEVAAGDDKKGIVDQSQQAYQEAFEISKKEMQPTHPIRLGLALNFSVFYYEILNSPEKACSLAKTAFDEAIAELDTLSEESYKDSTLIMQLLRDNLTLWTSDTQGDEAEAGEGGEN
FXIIa inh 1536 – human FXIIa protease inhibitors, primary screen, biochemical, 1536-well. inhibition, % at 5 µM. 0.3% of 220,000 active. purified FXIIa, Boc-QGR-AMC fluorogenic substrate, 2 h. AID 800, 2007. Coagulation factor XII (Homo sapiens), P00748; in the data active = inhibition above about 40%;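 also: 0% = enzyme with no compound and 100% = blank without enzyme; many of its hits are not listed in these tables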
An asterisk follows results filed as active; nt = not tested or not shown; [ ] = dose if it differs, or a comment.

SMILES | Runt-SMMHC FRET | Thrombin inh | Hck-Nef inh | Wee1 degr inh | FXIa inh 1536 | KLK5 inh | Runt-CBFb FRET | 14-3-3 Bad inh | FXIIa inh 1536
CC(C)Nc1nnc(SC(C)C(=O)NCc2ccc3c(c2)OCO3)s1 (centres undefined) | 2 | -4 | 26 | 4 | -4 | -9 | -2 | -2 | 2
CCNCc1nc2cc(OC)c(OC)cc2c(=O)[nH]1 | 1 | -2 | 1 | 1 | -8 | -11 | 3 | -6 | 1
Cc1ccnc(NC(=O)c2cccc(NC(=O)Cc3ccccc3)c2)c1 | -1 | -1 | 14 | 1 | -5 | 4 | 0 | -2 | 4
Cc1ccc2[nH]c(C(=O)O)c(-c3ccccc3)c2c1 | 0 | -5 | 1 | -1 | -3 | 0 | 1 | -13 | 7
Oc1cc2ccccc2nc1-c1ccccc1Cl | -52 | -3 | 15 | 0 | 7 | -1 | -15 | -8 | 4
CCN1C(=O)c2cccc3c(S(=O)(=O)Nc4nc(C)cs4)ccc1c23 | -9 | -1 | 1 | -1 | -5 | -4 | -5 | -3 | 5
CCc1ccc(C(=O)c2cnc3ccc(OC)cc3c2N2CCN(CC)CC2)cc1 | 4 | -12 | 18 | -1 | -6 | -4 | 2 | -3 | -1
O=C(CSCc1ccc(Cl)cc1)N1CCCCC1 | 0 | 4 | 3 | -2 | -6 | -12 | 2 | 4 | -5
COCc1cc(CN2CCCC(C(=O)c3cccc(C(F)(F)F)c3)C2)ccc1OC (centres undefined) | 0 | 1 | 6 | -1 | -3 | nt | -2 | -1 | 13
COC(=O)COc1ccc(NC(=O)C2CCCO2)cc1 (centres undefined) | -3 | -4 | 6 | 1 | -2 | -8 | 1 | -8 | 10
COC(=O)c1ccccc1NC(=O)NCc1ccc2c(c1)OCO2 | -2 | -2 | 8 | -3 | 14 | -8 | 0 | 12 | 15
Cc1nn(Cc2ccc(Cl)cc2)c(C)c1NC(=O)CCCn1nc([N+](=O)[O-])c(Cl)c1C | 2 | 0 | -2 | -2 | 1 | -1 | -2 | 7 | 13
CC1Oc2ccccc2N(CC(=O)c2cccc(Cl)c2)C1=O (centres undefined) | -1 | -3 | -19 | -1 | 1 | -27 | -3 | 13 | 1
CC(C)CN1CCN(Cc2cnc(-c3ccc(Cl)cc3)nc2)CC1CCO (centres undefined) | nt | -9 | 23 | -3 | -3 | 1 | nt | -2 | 10
CN(C[C@H](Cc1ccccc1)N(C[C@H](Cc1ccccc1)N(CC1(c2ccccc2)CC1)N=O)N=O)N=O | -4 | -3 | -6 | -3 | 1 | 1 | 1 | -1 | 7
CC(NC(=O)c1cc2cc([N+](=O)[O-])ccc2oc1=O)C1CCCO1 (centres undefined) | -4 | 2 | -1 | -2 | -2 | -18 | -1 | 6 | 2
C/C(=N\NC(=O)c1cccc(N/N=C(\C)c2ccncc2)c1)c1ccncc1 | -2 | -4 | 14 | -1 | 1 | 9 | 1 | -5 | 10
Cc1c(NC(=S)NC(C)(C)C)c(=O)n(-c2ccccc2)n1C | -2 | -9 | 24 | 14* | -5 | -3 | 2 | -14 | 5
COc1ccc(Br)cc1CNC(=O)Cc1c(C(=O)O)[nH]c2ccc(Cl)cc12 | 3 | -6 | -16 | 0 | 2 | 2 | -1 | 13 | 9
CC(Oc1ccc(Cl)cc1Cl)C(=O)Nc1cccc(O)c1 (centres undefined) | -1 | -8 | -13 | -2 | -1 | 2 | 2 | -5 | 7
O=S(=O)(c1ccccc1)N1CCN(c2ncccn2)CC1 | -1 | 1 | 6 | 5 | -5 | -7 | -1 | 1 | -7
CCN(CC)CCN1C(=O)C(=O)/C(=C(/O)c2ccc(OC)c(OC)c2)C1c1ccccn1 (centres undefined) | -1 | -5 | 6 | -2 | 2 | 5 | 2 | -5 | 7
CCc1ccccc1N/N=C(/C)c1c(O)cc(C)oc1=O | -2 | -14 | 16 | 0 | -7 | -5 | 0 | -7 | -1
COc1ccc(Cn2cnc3sccc3c2=O)cc1 | 1 | -4 | 3 | 0 | -4 | -20 | -1 | -7 | 9
CC(C)c1ccc2oc3nc(N)c(C(=O)O)cc3c(=O)c2c1 | -4 | nt | nt | 0 | nt | nt | 0 | 15 | nt
O=C(Nc1ccc(N2CCN(C(=O)c3ccco3)CC2)cc1)c1ccccc1F | -3 | -4 | 1 | 4 | -6 | 17 | -3 | -4 | 4
CCc1[nH]c(=S)c(C#N)c2c1CCCC2 | 1 | -2 | 0 | 5 | 4 | -12 | 0 | -1 | 14
Cc1c(C(=O)Nc2cc(S(=O)(=O)N3CCOCC3)ccc2N2CCN(C)CC2)oc2ccccc12 | -5 | -11 | 15 | 1 | 1 | -1 | 1 | 0 | -1
C=CCn1c(SCCN2CCCCC2)nc2c1c(=O)[nH]c(=O)n2C | -6 | -4 | 1 | -3 | 5 | -4 | 1 | 9[fluorescence artefact?] | 13
Cc1nc(-c2cccc(S(=O)(=O)N3CC(C)OC(C)C3)c2)cs1 (centres undefined) | 9 | -4 | 2 | -1 | -5 | -9 | 0 | 1 | 4
COCCNC(=O)c1cc2cc(Br)cc(OC)c2oc1=O | -22 | -9 | 2 | 2 | 4 | 5 | -1 | 3 | 3
CCOC(=O)c1cc2c(ccn2C)n1Cc1ccccc1Cl | 17 | 4 | 3 | -1 | -1 | -4 | 38 | -16 | 10
CN(C)c1ccc(NC(=O)c2cn(-c3ccccc3)nc2-c2cccs2)cc1 | 0 | 16 | 2 | -1 | 1 | -9 | 9 | -13 | 3
CCOC(=O)C(C(=O)OCC)C1OC(=O)c2cc3c(cc21)C(=O)OC3C(C(=O)OCC)C(=O)OCC (centres undefined) | 4 | -10 | 28 | 1 | 10 | 2 | 6 | 2 | 13
Cc1cc2c(ccc3c2no[n+]3[O-])nn1 | -1 | -2 | 2 | 4 | 6 | 1 | -2 | 14 | 16
Cc1cccc(CCNS(=O)(=O)c2ccc3c(c2)oc(=O)n3C)c1 | -2 | -8 | 2 | -1 | 3 | -16 | -2 | 22 | 4
CN1C(=O)/C(=C2/C=Cc3ccccc3N2CCCS(=O)(=O)O)SC1=S | -2 | -1 | 6 | 1 | 12 | 6 | -2 | -1[fluorescence artefact?] | 16
Cn1nnc(NCc2cc(Br)ccc2OCc2ccccc2F)n1 | 2 | -8 | -17 | -1 | -6 | nt | 1 | 12 | -5
CC(C)(C)c1nc(NCCN2CCOCC2)c2nnn(Cc3ccccc3Cl)c2n1 | -7 | -5 | -1 | 2 | 3 | -10 | -6 | 9 | 19
Cn1nnc2cc(C(=O)NC3CC3)ccc21 | -6 | -6 | 1 | 3 | 1 | -16 | 1 | 3[fluorescence artefact?] | 12

Of the compounds above, these have a thiophene ring, fused or not:
SMILES | Runt-SMMHC FRET | Thrombin inh | Hck-Nef inh | Wee1 degr inh | FXIa inh 1536 | KLK5 inh | Runt-CBFb FRET | 14-3-3 Bad inh | FXIIa inh 1536
COc1ccc(Cn2cnc3sccc3c2=O)cc1 | 1 | -4 | 3 | 0 | -4 | -20 | -1 | -7 | 9
CN(C)c1ccc(NC(=O)c2cn(-c3ccccc3)nc2-c2cccs2)cc1 | 0 | 16 | 2 | -1 | 1 | -9 | 9 | -13 | 3

(further entries)
SMILES | Runt-SMMHC FRET | Thrombin inh | Hck-Nef inh | Wee1 degr inh | FXIa inh 1536 | KLK5 inh | Runt-CBFb FRET | 14-3-3 Bad inh | FXIIa inh 1536
Cc1cccc(-n2c(O)c(/C=N/NC(=O)c3ccccc3Cl)c3ccccc3c2=O)n1 | 64 | -8 | 3 | 0 | 20 | -16 | -25 | 3[fluorescence artefact?] | 26
CCCC(=O)NC(NC(=S)Nc1c(C)n(C)n(-c2ccccc2)c1=O)C(Cl)(Cl)Cl (centres undefined) | 0 | -12 | 1 | 3 | -1 | -23 | 2 | -12 | 4
CCN1C(c2ccc(F)cc2)=CS/C1=C(\C#N)c1nnc2n1-c1ccccc1SC2 | -2 | -7 | 0 | -2 | -1 | -11 | -6 | 26 | 4
CC1CCCCN1C(=O)Cn1c(=O)n(-c2ccc(F)cc2)c(=O)c2sccc21 (centres undefined) | 1 | 3 | -10 | 11* | -4 | -21 | -4 | -12 | 8
CCOC(=O)c1ccc(NCc2nc3ccccc3n2C)cc1 | 3 | -4 | 0 | -2 | -7 | -11 | 0 | -8 | -2
O=C(Cc1cccs1)Nc1nncs1 | 0 | -2 | -1 | 2 | -19 | -30 | 0 | -1 | 5
Cc1ccnc(SCC(=O)c2ccc(Br)cc2)c1C#N | -14 | 0 | 3 | 6 | 1 | -4 | -8 | 2 | 6
Cn1cc(SCC(N)=O)c2ccccc21 | -1 | -3 | 3 | -1 | 11 | -4 | 0 | 12 | 17
O=C(c1nn2cccnc2c1Cl)N1CCN(c2ccccc2)CC1 | -1 | -2 | 7 | 4 | 0 | 14 | -1 | 2 | 14
CCCn1c(SCC(=O)NCCc2ccc(OC)c(OC)c2)nc2c1c(=O)n(C)c(=O)n2C | 1 | -5 | 0 | -1 | -2 | -7 | -1 | -11[fluorescence artefact?] | 18
CN(C)CCCN(C(=O)c1cccs1)c1nc(-c2ccccc2)cs1 | 3 | 3 | 0 | -1 | 1 | -4 | 2 | 12[fluorescence artefact?] | 11
CN(C(=O)/C=C/c1ccc([N+](=O)[O-])s1)c1ccccc1 | -3 | -4 | 16 | 0 | 4 | 13 | 2 | 13 | 12
O=[n+]1c2c(n([O-])c3c1CCCC3)CCCCC2 | 3 | -6 | 0 | -1 | 5 | -10 | -1 | 14 | 12
Cc1nn(-c2ccccc2)c(C)c1/C=N\NS(=O)(=O)c1ccc(Cl)cc1 | -2 | 7 | 26 | -1 | -9 | -20 | 1 | -11 | 12
Cn1c(N)c(C(=O)COC(=O)C2CC(O)CN2S(=O)(=O)c2ccc(Cl)cc2)c(=O)n(C)c1=O (centres undefined) | 1 | -1 | 16 | 1 | -3 | 1 | 2 | -2 | 8
O=C(NCc1nc2ccccc2[nH]1)c1ccco1 | 2 | 0 | -4 | 1 | 2 | -1 | 2 | -4 | 9
Cc1ccc(N2C(=O)C3C(c4ccccc4)(C2=O)C3(c2ccccc2)c2ccccc2)cc1 (centres undefined) | 1 | -2 | 1 | -2 | 3 | -18 | -3 | 2 | 12
C=C(C)CN1CCN(S(=O)(=O)c2ccc(C)c(N(C)S(=O)(=O)c3ccc(C)cc3)c2C)CC1 | 3 | 4 | 0 | 0 | 1 | 17 | -2 | 15[fluorescence artefact?] | 15

Screening data as filed in PubChem.
